Bioassay records from PubChem.
PTHR1 ag: agonists of human PTHR1 parathyroid hormone receptor; Q03431; 0.075% of 410,000 active; Potency, µM (titrated, usually from 115 µM), inactives show at the top dose activation, hits mostly activators; HEK293 GP2 PTHR1 cells, GloSensor cAMP luminescence, 1 h; also: potency is read from the fitted curve at half-maximal effect; nearly all actives have a fitted effect of over 55% in size; some results filed as inactive show a strong effect at the top dose; inactives centre near -15; many of its hits are not listed in these tables
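HEK-293-derived GP2 cells expressing PTHR1 and a GloSensor cAMP reporter, 3,000/well, plated overnight, given luciferin plus IBMX (each 0.5 mM as added) for 1 h at 37 °C, then compound for 1 h at 37 °C. Luminescence was read after 15 min at room temperature.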
Mm-Cpn inhibitor: inhibitors of Methanococcus maripaludis chaperonin (MmCpn) | purified Mm-Cpn ATPase, ADP Transcreener TR-FRET | Potency, µM (titrated, usually from 76.9 µM), inactives show at the top dose activity, negative = inhibition, hits mostly inhibitors | 0.031% of 330,000 active | AID 504842; also: potency is read from the fitted curve at half-maximal effect; % is scaled to controls: 0 for no effect and ±100 for the full control effect; nearly all actives have a fitted effect of over 80% in size
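Reaction buffer contained 30 mM Tris pH 7.4, 100 mM KCl, 5 mM MgCl2 and 1 mM DTT. Mm-CPN (25 nM final) hydrolysed 10 uM ATP over 30 min at 37°C; ADP was read by HTRF.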
CCT chaperon mod: modulators of cytosolic chaperonin (CCT/TRiC) activity. AID 651819. 0.3% of 360,000 active. purified chaperonin ATPase assay, HTRF ADP detection, 30 min. activity change, % (concentration not given with the values), hits read low; in the data active = activity change below about -30%; also: % is scaled to controls: 0 for no effect and ±100 for the full control effect
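Enzyme 40 or 20 nM (batch-dependent) in Tris pH 7.4/KCl/MgCl2/DTT; cpd 76 uM single point; ATP 10 uM; 30 min 37 °C; Transcreener ADP HTRF detection, 30 min RT; ratio 665/615.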
EPAC2 ag: agonists of human EPAC2 (RAPGEF4). 0.079% of 360,000 active. EPAC2 activation, biochemical qHTS; response scale: 100% = 6.5 mM cAMP response. Q8WZA2. Potency, µM (titrated, usually from 154 µM), for the others: at the highest dose activation, hits mostly activators; also: potency is read from the fitted curve at half-maximal effect; nearly all actives have a fitted effect of over 50% in size
Target sequence (Q8WZA2 whole entry, looked up): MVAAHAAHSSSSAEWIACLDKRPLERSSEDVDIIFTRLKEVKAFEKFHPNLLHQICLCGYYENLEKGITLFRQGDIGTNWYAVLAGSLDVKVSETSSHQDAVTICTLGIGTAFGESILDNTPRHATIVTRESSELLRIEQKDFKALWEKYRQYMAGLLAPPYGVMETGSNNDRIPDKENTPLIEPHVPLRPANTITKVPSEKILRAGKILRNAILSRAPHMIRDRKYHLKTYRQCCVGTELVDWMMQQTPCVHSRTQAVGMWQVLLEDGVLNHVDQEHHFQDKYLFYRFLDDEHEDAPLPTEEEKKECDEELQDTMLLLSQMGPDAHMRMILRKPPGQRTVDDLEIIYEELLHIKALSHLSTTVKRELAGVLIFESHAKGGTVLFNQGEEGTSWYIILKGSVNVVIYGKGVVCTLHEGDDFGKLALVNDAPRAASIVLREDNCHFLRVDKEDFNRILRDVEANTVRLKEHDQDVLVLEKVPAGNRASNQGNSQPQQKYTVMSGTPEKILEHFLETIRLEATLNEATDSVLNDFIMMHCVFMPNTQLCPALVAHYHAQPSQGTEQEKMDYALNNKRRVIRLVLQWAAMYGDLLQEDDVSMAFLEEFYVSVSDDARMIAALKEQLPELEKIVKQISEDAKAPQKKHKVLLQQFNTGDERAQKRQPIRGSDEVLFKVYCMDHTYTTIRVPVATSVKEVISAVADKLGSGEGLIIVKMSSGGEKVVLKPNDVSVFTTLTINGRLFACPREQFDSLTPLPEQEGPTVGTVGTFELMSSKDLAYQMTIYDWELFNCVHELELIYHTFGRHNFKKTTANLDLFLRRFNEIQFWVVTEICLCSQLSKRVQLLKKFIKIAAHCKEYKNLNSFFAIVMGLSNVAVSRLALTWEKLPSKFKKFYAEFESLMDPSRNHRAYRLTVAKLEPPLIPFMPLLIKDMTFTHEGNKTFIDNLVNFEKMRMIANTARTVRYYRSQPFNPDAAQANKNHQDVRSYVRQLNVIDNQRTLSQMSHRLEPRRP
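Compounds were added across a concentration range to EPAC2 (100 nM), RAP1B-BODIPY-GDP (250 nM) and GDP (50 uM). After 5 min at room temperature, fluorescence was recorded at 5-min intervals for 30 min.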
EPAC2 antagonist: EPAC2 (human) antagonism. EPAC2 GEF exchange of Rap1B-BODIPY-GDP, fluorescence. Potency, µM (doses to about 114 µM), for the others: top-dose activity, negative = inhibition, hits mostly inhibitors. 0.18% of 360,000 active. AID 720708; also: potency is read from the fitted curve at half-maximal effect; % is scaled to controls: 0 for no effect and ±100 for the full control effect; nearly all actives have a fitted effect of over 45% in size; many of its hits are not listed in these tables
D3 ag: D3 dopamine receptor (human) agonism; P35462; D3R DiscoveRx beta-arrestin cells, luminescence, 90 min; max activation, %; 0.58% of 410,000 active; in the data active = max activation above about 30%; also: 0% is about no effect; mostly tested at two doses, the higher about 12 µM
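Agonist mode: compounds and dopamine controls were applied to plated cells for 90 min at 37 degrees C after an overnight attachment at 1500 cells/well. Luminescent read-out followed 30 - 60 minutes at room temperature with DiscoveRx detection reagent.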
pAkt inh: Akt phosphorylation inhibition | Neuro2A IGF-stimulated pAkt S473 HTRF, 20 min; hits give low values | activity change, % for hits at 50 µM | 0.32% of 360,000 active; in the data active = activity change below about -80%; inconclusive = mostly about -51% to -80%; also: % is scaled to controls: 0 for no effect and ±100 for the full control effect
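Neuro2A cells (4,500/well, DMEM with 0.5% FBS) were treated with compound at a single 50 µM final concentration, stimulated with 6 nM IGF for 20 min at 37 °C, and lysed. Phospho-Akt Ser473 was read by HTRF as 665/615 ratio ×10^4.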
D3 antag: antagonists of human D3 dopamine receptor. 2.5% of 360,000 active. AID 652054. max response, negative = inhibition, %. D3R cells, DiscoveRx beta-arrestin luminescence, antagonist mode; hits give low values; in the data active = max response below about -50%; inconclusive = no clear call, values can overlap the other calls; also: % is scaled to controls: 0 for no effect and ±100 for the full control effect; mostly tested at two doses, the higher about 12 µM
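Cells expressing the human receptor were seeded at 1500 cells/well, incubated overnight at 37 degrees C in 5% CO2, then exposed to library compounds with dopamine controls for 90 minutes at 37 degrees C before luminescent detection.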
Numbers without * were called inactive; i = inactive; ? = inconclusive; . = not tested or not shown; [ ] = dose if it differs, or a comment. Unless noted, calls follow the shape of the dose curve; as a rule, active = well fitted curve in the direction sought with a large enough effect; inconclusive = small, poorly fitted or top-dose-only effect, or another doubt; inactive = no such curve, though single readings can be large; an effect the other way counts as inactive or inconclusive. A portion of the library; count on the stated rates, not on these rows.

SMILES	PTHR1 ag	Mm-Cpn inhibitor	CCT chaperon mod	EPAC2 ag	EPAC2 antagonist	D3 ag	pAkt inh	D3 antag
CC1=NN(c2ccccc2)C(=O)/C1=C/c1c(O)[nH]c(=O)[nH]c1=O	i	-2%	-4.4	7%	3%	5	i	12
O=C(NN=Cc1ccc(N(CCCl)CCCl)cc1)c1cccnc1	-19%	.	-0.5	0%	6%	7	i	3
C/C=C/CC1(CC)C(=O)NC(=S)NC1=O	7%	0%	-1.1	7%	13%	1	i	-1
CC1=CP(=O)(Oc2ccc([N+](=O)[O-])cc2)CC1 (configuration not stated)	i	.	-1.7	19%	-1%	3	i	-7
COC(=O)[C@@H]1N=C(c2ccc(OC)cc2)O[C@]12C(=O)N(C)c1ccc(Cl)cc12	14%	.	0.0	8%	-3%	-7	i	-17
CCCCn1c(=O)c(C=Nc2cc([N+](=O)[O-])ccc2OC)c(O)n(CCCCl)c1=O	i	-8%	1.8	7%	-8%	1	i	-11
CCC(C)n1c(O)c(C=NCCN2CCOCC2)c(=O)[nH]c1=S (configuration not stated)	10%	-4%	1.1	-2%	12%	14	i	16
Cc1cccc(CN(C)C)c1OC(=O)N(C)C	-10%[57.5 µM]	0%	-0.2	3%	4%[57.1 µM]	2	i	28
O=c1[nH]c2ccccc2n1C1CCN(C(c2cccc3ccccc23)c2nnnn2Cc2ccccc2)CC1 (configuration not stated)	-8%	.	-1.5	6%	7%	9	i	27
O=C(N/N=C/c1c(O)n(C2CC2)c(=S)[nH]c1=O)c1ccccc1Cl	-8%	2%	-0.6	-9%	-10%	7	i	1
CCOC(=O)C(O)(c1ccc(NC(=O)NC2CCCCC2)cc1)C(F)(F)F (configuration not stated)	-3%[57.5 µM]	1%	-2.4	-13%	-3%	-17	.	-2
Cc1cc(OC(=O)CCNC(=O)OC(C)(C)C)c2c3c(c(=O)oc2c1)CCC3	-33%[inhibitor]	-7%	-1.7	6%	2%	-3	i	52
COC(=O)C1=C(c2ccc(OC)c(OC)c2)C[C@@H]2CC[C@H]1N2C(=O)N1CCCCC1	-1%	-3%	0.1	7%	-11%	4	i	-9
COc1ccc(OC)c(N=Cc2c(O)[nH]c(=O)[nH]c2=O)c1	-21%	2%	1.0	-63%[inhibitor]	-21%	0	i	19
Cc1ccc(-n2c(=O)[nH]c3ccccc3c2=O)cc1[N+](=O)[O-]	0%	.	-0.2	5%	-12%	-5	i	0
COc1ccc(C(O)C(C)NC(C)C(O)c2ccc(OC)cc2)cc1 (configuration not stated)	i	.	-0.9	-3%	9%	-6	i	3
CN(CCCCC(=O)/C=N/O)Cc1ccccc1 (tested in a mixture with another compound)	i	0%	-1.2	-6%	-1%	-2	i	?
O=[N+]([O-])c1ccc(-c2ccc(C=Nc3cccc4ccccc34)o2)cc1	?	-6%	-1.3	14%	-1%	-11	i	-20
O=c1[nH]c(=S)[nH]c(O)c1N=Nc1cc2c(cc1[N+](=O)[O-])OCO2	i	-3%	-1.1	-11%	-15%	3	i	-12
COC(=O)C1=C(c2cccc3c2S(=O)(=O)c2ccccc2-3)C[C@@H]2CC[C@H]1N2C(=O)N1CCc2cc(OC)c(OC)cc2C1	-39%[inhibitor]	-4%	-1.5	8%	-5%	-2	i	0
c1ccc2c(CNC3CCCCCC3)c[nH]c2c1	i	0%	1.1	5%	13%	-10	i	-16
O=c1c2ccccc2nc(-c2ccco2)n1-c1ccccn1	-13%	1%	-2.6	-6%	-2%	-3	i	29
C=C(C)[C@@H]1C2C(=O)O[C@H]1[C@H]1OC(=O)[C@@]34OC3C[C@]2(O)[C@@]14C (some centres not stated)	-12%	-7%	-2.6	4%	10%	-5	i	3
COc1ccc(C(=O)C2CCCN(C3CSCCSC3)C2)c(C)c1 (configuration not stated)	-14%	6%	1.5	6%	-6%	-24	i	?
CCCS(=O)(=O)N1CCC(C(=O)N2CCC3(CC2)OCCO3)CC1	i	-10%	-1.8	-9%	3%	-3	i	23
COC(=O)C1=C(c2ccc(OCc3ccccc3)cc2)C[C@@H]2CC[C@H]1N2C(=O)NCc1cccc(OC)c1	-12%	?	-0.8	8%	5%	7	i	-8
CC1=CC(=O)OC2CC3OC4C[C@@H](C)C5OC6CC7O[C@]8(C)C/C=C\C9OC%10CC%11OC(CC(C)C%12OCCO%12)CC(O)[C@]%11(C)OC%10CC9OC8C[C@]7(C)O[C@]6(C)CCC5OC4C[C@]3(C)OC12 (some centres not stated)	20%	1%	1.1	-13%	1%	0	i	9
COC(=O)C1=C(c2c(C)noc2C)C[C@@H]2CC[C@H]1N2C(=O)NCCCOC(C)C	i	3%	-2.8	7%	5%	1	i	-20
COc1cc2c(cc1C=O)OCO2	i	-1%	-0.5	5%	-16%	2	i	6
CC(=NCc1cccnc1)c1c(O)n(-c2ccc(Cl)cc2)c(=O)[nH]c1=O	-12%	0%	1.2	7%	1%	11	i	-2
COc1ccc2c(c1)NP(=S)(c1ccccc1)N2 (configuration not stated)	0%	.	-1.2	9%	-3%	-14	i	-21
CCOc1ccc(N2C(=O)/C(=C/c3ccc(C)o3)C(=O)NC2=S)cc1	-16%	-2%	-1.2	1%	11%	-5	i	?
N/C(=N\[N+](=O)[O-])N1CCN(C(=O)c2ccccn2)CC1	i	2%	-2.4	13%	0%	-4	i	-10
CC1CC2(C)C(CCC3C2CCC2(C)C(OP(=O)(N4CC4)N4CC4)CCC32)CC1=O (configuration not stated)	-2%	.	-1.4	-4%	6%	1	i	3
COc1cccc(-n2c(/C=C/c3ccccn3)nc3ccccc3c2=O)c1	-14%	-3%	-22	-5%	-3%	4	i	12
O=c1c2ccccc2nc(-c2cccs2)n1-c1cnccn1	-3%[57.5 µM]	1%	1.0	10%	-2%	11	i	-7

Random excerpt: two records from the list
SMILES	PTHR1 ag	Mm-Cpn inhibitor	CCT chaperon mod	EPAC2 ag	EPAC2 antagonist	D3 ag	pAkt inh	D3 antag
CC1=CC(=O)OC2CC3OC4C[C@@H](C)C5OC6CC7O[C@]8(C)C/C=C\C9OC%10CC%11OC(CC(C)C%12OCCO%12)CC(O)[C@]%11(C)OC%10CC9OC8C[C@]7(C)O[C@]6(C)CCC5OC4C[C@]3(C)OC12 (some centres not stated)	20%	1%	1.1	-13%	1%	0	i	9
COC(=O)C1=C(c2c(C)noc2C)C[C@@H]2CC[C@H]1N2C(=O)NCCCOC(C)C	i	3%	-2.8	7%	5%	1	i	-20

6 compounds from above, reduced to D3 ag and CCT chaperon mod:
mol	D3 ag	CCT chaperon mod
COC(=O)C1=C(c2c(C)noc2C)C[C@@H]2CC[C@H]1N2C(=O)NCCCOC(C)C	1	-2.8
COc1cc2c(cc1C=O)OCO2	2	-0.5
CC(=NCc1cccnc1)c1c(O)n(-c2ccc(Cl)cc2)c(=O)[nH]c1=O	11	1.2
COc1ccc2c(c1)NP(=S)(c1ccccc1)N2 (configuration not stated)	-14	-1.2
CCOc1ccc(N2C(=O)/C(=C/c3ccc(C)o3)C(=O)NC2=S)cc1	-5	-1.2
N/C(=N\[N+](=O)[O-])N1CCN(C(=O)c2ccccn2)CC1	-4	-2.4

(continued)
SMILES	PTHR1 ag	Mm-Cpn inhibitor	CCT chaperon mod	EPAC2 ag	EPAC2 antagonist	D3 ag	pAkt inh	D3 antag
COC(=O)[C@@H]1C[C@]2(C(=O)O)c3ccccc3N(OOSc3ccccc3)[C@@H]2N1C(=O)OC	i	.	1.1	0%	-9%	7	i	0
COc1ccc(C2SCC(=O)Nc3c2c(=O)[nH]n3C2CCCCCC2)cc1 (configuration not stated)	?	-14%	-2.5	-18%	5%	3	i	0
C=CCn1c(O)c(C(C)=Nc2ccc(N(C)C)cc2)c(=O)[nH]c1=O	-9%	-7%	-0.3	8%	0%	-1	i	7
Cc1cccc(N2C(=O)/C(=C/c3ccc(CN(CCC#N)S(C)(=O)=O)o3)C(=O)NC2=S)c1	-4%	-3%	-0.6	4%	4%	-5	i	?
COc1ccc(S(=O)(=O)N2CCN(C(=O)c3ccc(COc4ccccc4)o3)CC2)cc1	-67%[inhibitor]	.	1.5	-10%	-21%	5	i	-28
Cc1cc(/C=C2\C(=O)NC(=O)N(c3ccccc3)C2=O)c(C)n1-c1ccc(C(=O)O)c(Cl)c1	i	-3%	-1.3	4%	?	3	i	13
O=C(c1cccc(Cl)c1)C1CCCN(Cc2ccon2)C1 (configuration not stated)	i	1%	-1.0	0%	-7%	-3	i	-23
COc1cc2c(cc1OC)-c1c(OC)c(OC)cc3c1[C@H](C2)N(C)CC3	i	-1%	-0.7	-2%	20%	-41	i	-59*
NNc1n[nH]c(=S)n1N	i	-2%	1.0	-4%	0%	-3	i	-15
N=C1c2ccccc2CN1NC(=O)c1ccco1	-29%	-1%	-1.0	8%	-6%	0	i	-8
O=Cc1cn(Cc2cccc(F)c2)c2ccccc12	-10%	-1%	3.0	6%	16%	1	i	22
COc1nc2ccccc2nc1N1CCN(C)CC1	i	?	-0.1	1%	7%	-1	i	-83*
CCOC(=O)c1c(C)[nH]c(C)c1C(=O)C(Cc1ccccc1)N(C)C (configuration not stated)	-19%	1%	-0.7	4%	-1%	-3	i	-16
Cn1c(O)c(C=NCCCC(=O)O)c(=O)n(C)c1=O	i	-1%	0.4	6%	-2%[57.1 µM]	2	i	12
COC(=O)C1=CO[C@@H](C)[C@@H]2CN(CCc3c[nH]c4ccccc34)CC[C@H]12	-19%	.	1.1	4%	-23%	0	i	13
COc1ccccc1N1CCN(Cc2ccc3c(c2)OCO3)CC1	i	.	-0.5	10%	-1%	-35	i	-87*
CC(=O)O[C@H]1C[C@@H]2CC[C@@H]3[C@H](CC[C@]4(C)C(=O)CC[C@@H]34)[C@@]2(C)C[C@@H]1OC(C)=O	-47%[inhibitor]	-1%	0.1	10%	-18%	-8	i	-3
O=C1NCCCCC1(Cl)Cl	i	.	0.7	0%	1%	5	i	-4
O=Nc1c(-c2ccccc2)n(O)[n+]([O-])c1-c1ccccc1	-31%[inhibitor]	.	-2.7	5%	-5%	-2	i	-8
CCC(C)n1c(O)c(C=NCC2CCCO2)c(=O)[nH]c1=S (configuration not stated)	i	1%	-0.2	6%	-10%	9	i	4
COc1ccc(NC(=O)c2cn(CCC#N)nc2-c2ccccc2)cc1	i	1%	-2.8	6%	7%	-1	i	-1
COC(=O)C1=C(c2ccc(F)cc2F)C[C@@H]2CC[C@H]1N2C(=O)NC1CC1	i	0%	0.9	-1%	5%	6	i	-1
Cc1ccc(S(=O)(=O)N2CCN(C(=O)COC(=O)Cc3ccccc3)CC2)c(C)c1	-18%	-1%	-1.9	6%	3%	-1	i	2
